# BLM helicase inh: qHTS Assay for Inhibitors of Bloom's syndrome helicase (BLM) | RecQ-like DNA helicase BLM (Homo sapiens), P54132 | recombinant BLM DNA unwinding, fluorescence dequenching | Potency, µM (highest dose often 56.1 µM), for inactives: at the highest dose activity change, negative = inhibition, most hits filed as inhibitors | actives 0.2% (n = 350,000) | AID 2528, 2010;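 note: potency is the fitted concentration of half-maximal effect; plate controls were vehicle for no effect and no enzyme for full effect; nearly all actives have a fitted effect of over 35% in size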
# Pol beta inh: qHTS Assay for Inhibitors of DNA Polymerase Beta | Pol beta primer extension/strand displacement, fluorescence kinetic | actives 1.3% (n = 340,000) | Potency, µM (doses to about 114 µM), for the others: at the highest dose activity change, negative = inhibition, hits mostly inhibitors | P06746 | AID 485314, 2010; note: potency is the fitted concentration of half-maximal effect; % is set by controls: 0 for no effect and ±100 for the full control effect
#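 Pol beta (10 nM) was preincubated with compound for 15 min at room temperature. The reaction was then started with 50 nM substrate and read immediately and after a further 10 min at room temperature.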
# Pol kappa inh: qHTS for Inhibitors of Polymerase Kappa; purified Pol kappa, fluorescent DNA synthesis assay, 10 min; actives 0.53% (n = 400,000); DNA polymerase kappa (Homo sapiens), Q9UBT6; AID 588579, 2011; Potency, µM (highest dose often 107 µM), without a hit: top-dose activity, negative = inhibition, hits mostly inhibitors; note: potency is the fitted concentration of half-maximal effect; % is set by controls: 0 for no effect and ±100 for the full control effect
#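 Fluorescent qHTS in 1536-well format: enzyme (10 nM) and compound sat 15 min at room temperature before 50 nM substrate (final) was added. Signal taken at 0 and 10 min; no-enzyme buffer wells were negative controls.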
# Pol eta inh: qHTS for Inhibitors of Polymerase Eta; DNA polymerase eta (Homo sapiens), Q9Y253; recombinant Pol eta, fluorescent DNA replication assay; Potency, µM (doses to about 114 µM), without a hit: at the top dose activity change, negative = inhibition, hits mostly inhibitors; actives 1.2% (n = 390,000); AID 588591, 2011; note: potency is the fitted concentration of half-maximal effect; % is set by controls: 0 for no effect and ±100 for the full control effect
# Target sequence (Q9Y253 whole entry, looked up): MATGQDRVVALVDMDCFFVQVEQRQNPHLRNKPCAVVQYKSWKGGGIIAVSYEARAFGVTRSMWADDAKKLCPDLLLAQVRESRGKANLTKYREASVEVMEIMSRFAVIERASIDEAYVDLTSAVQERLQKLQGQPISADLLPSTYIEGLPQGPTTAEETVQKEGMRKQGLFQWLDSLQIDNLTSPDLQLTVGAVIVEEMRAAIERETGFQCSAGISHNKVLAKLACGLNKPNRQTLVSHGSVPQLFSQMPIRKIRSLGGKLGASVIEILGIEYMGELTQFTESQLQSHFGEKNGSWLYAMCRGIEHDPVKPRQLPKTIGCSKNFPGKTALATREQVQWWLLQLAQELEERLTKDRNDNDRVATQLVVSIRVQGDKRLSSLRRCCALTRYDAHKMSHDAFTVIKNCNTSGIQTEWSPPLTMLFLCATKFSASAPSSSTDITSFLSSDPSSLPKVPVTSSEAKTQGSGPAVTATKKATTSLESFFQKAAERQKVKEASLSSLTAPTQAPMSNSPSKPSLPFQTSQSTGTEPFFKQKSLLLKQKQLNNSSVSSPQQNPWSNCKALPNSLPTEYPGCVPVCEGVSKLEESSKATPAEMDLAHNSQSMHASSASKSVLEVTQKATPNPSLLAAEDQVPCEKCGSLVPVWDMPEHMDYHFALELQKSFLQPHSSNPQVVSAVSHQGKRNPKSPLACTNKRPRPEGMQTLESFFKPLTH
#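 Pol eta at 10 nM preincubated with compounds 15 min at room temperature; reaction started with fluorescent substrate (50 nM final) and read kinetically at 0 and 10 min.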
# Pol iota inh: qHTS for Inhibitors of Polymerase Iota; DNA polymerase iota (Homo sapiens), Q9UNA4; Potency, µM (titrated, usually from 115 µM), for the others: at the top dose activity, negative = inhibition, usual class: inhibitors; Pol iota fluorescent replication assay, 10 min; actives 1% (n = 390,000); note: potency is the fitted concentration of half-maximal effect
#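 Pol iota at 10 nM preincubated 15 min with compounds at room temperature; reaction started with fluorescent substrate, 50 nM final. Fluorescence read kinetically at 0 and 10 min; buffer-only wells as negative control.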
# LDHA block: qHTS assay for inhibitors of human lactate dehydrogenase; purified LDHA, NADH/diaphorase-resazurin fluorescence; hits give low values; actives 0.15% (n = 480,000); activity change, % (values are at about 110 or 230 µM); in the data active = activity change below about -30%; inconclusive = mostly about -25% to -30%;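 note: plate controls were DMSO wells for no effect and wells without enzyme for full effect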
#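 Enzyme activity of human lactate dehydrogenase 5 (2 nM; 0.06 mM NADH, 0.2 mM pyruvate, 5 min, RT) is measured via a resazurin/diaphorase fluorescence readout of residual NADH.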
# APE1 inh: qHTS Assay for Inhibitors of the Human Apurinic/apyrimidinic Endonuclease 1 (APE1); DNA repair nuclease/redox regulator APEX1 (Homo sapiens), P27695; recombinant APE1, TAMRA/BHQ-2 abasic DNA cleavage fluorescence; Potency, µM (series often up to 65.8 µM), for the others: at the top dose activity change, negative = inhibition, actives largely listed as inhibitors; actives 0.35% (n = 350,000); AID 2517, 2012;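 note: potency is the fitted concentration of half-maximal effect; plate controls were vehicle for no effect and reference inhibitor for full effect; nearly all actives have a fitted effect of over 55% in size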
# Target sequence (P27695 whole entry, looked up): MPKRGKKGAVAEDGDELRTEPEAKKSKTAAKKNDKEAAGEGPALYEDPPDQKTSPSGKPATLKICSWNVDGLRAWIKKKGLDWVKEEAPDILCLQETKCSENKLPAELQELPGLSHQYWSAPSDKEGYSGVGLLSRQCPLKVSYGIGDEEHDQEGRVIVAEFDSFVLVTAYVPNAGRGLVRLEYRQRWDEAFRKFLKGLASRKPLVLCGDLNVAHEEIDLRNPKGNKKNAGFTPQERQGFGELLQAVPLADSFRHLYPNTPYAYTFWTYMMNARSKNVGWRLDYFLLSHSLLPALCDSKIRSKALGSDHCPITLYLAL
#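 Enzyme (0.75 nM final) and test compound are incubated 15 min at room temperature before adding 50 nM quenched THF abasic-site duplex. Cleavage dequenches TAMRA, followed at 525/598 nm over three reads one minute apart.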
# Glioma ERSR ind: qHTS for Inducers of the Endoplasmic Reticulum Stress Response (ERSR) in Human Glioma: qHTS; U87-MG GRP78 promoter luciferase reporter, 16 h; Potency, µM, without a hit: top-dose activation, hits mostly activators; actives 0.02% (n = 420,000); note: potency is the fitted concentration of half-maximal effect; series mostly up to about 76 µM; % of control where 0% means no effect; nearly all actives have a fitted effect of over 35% in size
#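 ERSR induction read as luciferase luminescence (Bright-Glo, 10 min at room temperature) in stably transfected human U87-MG glioma cells exposed to compounds for 16 h, using GRP78 as sensor.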
# Anesthetic bind: qHTS Assay for Identification of Novel General Anesthetics | Ferritin light chain (Equus caballus), P02791 | apoferritin/1-aminoanthracene competitive binding, fluorescence | Potency, µM (highest dose often 77.5 µM), without a hit: top-dose activity change, negative = displacement, hits mostly inhibitors | actives 0.074% (n = 350,000); note: potency is the fitted concentration of half-maximal effect; % is set by controls: 0 for no effect and ±100 for the full control effect; nearly all actives have a fitted effect of over 20% in size
#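 Horse-spleen apoferritin (10 uM) was mixed with 50% saturated 1-aminoanthracene in PBS, exposed to compounds for 10 min at room temperature, and read for fluorescence (ex 380 nm, em 535 nm). Competitive displacement was fitted with a four-parameter Hill equation.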
# * hit, by the source's call; ? = inconclusive; . = not tested or not shown; & = joins results of further samples; [ ] = another dose, or the depositor's remark. Unless noted, calls come from the whole dose curve; as a rule, active = well fitted curve in the direction sought with a large enough effect; inconclusive = small, poorly fitted or top-dose-only effect, or another doubt; inactive = no such curve, though single readings can be large; an effect the other way counts as inactive or inconclusive. This is a subset; the hit share may differ from the screen's.
SMILES,BLM helicase inh,Pol beta inh,Pol kappa inh,Pol eta inh,Pol iota inh,LDHA block,APE1 inh,Glioma ERSR ind,Anesthetic bind
CCOC(=O)N1CCN(S(=O)(=O)c2ccc3c(c2)CCN3C(=O)C2CC2)CC1,-1%,25%,5%,-8%,1%,-2,-2%,-7%,-14%
Cc1ccc(CNC(=O)c2ccc(Cl)c(S(=O)(=O)N3CCCCC3)c2)cc1,.,.,0%,-4%,-25%,2,-23%,-6%,.
COc1cc([N+](=O)[O-])ccc1NC(=O)CSc1nc2ccccc2n1-c1ccccc1,-10%,1%,.,.,.,.,3%,.,-16%
Cc1nn(-c2ccccc2)c(N)c1C1(O)C(=O)Nc2ccccc21 (configuration not stated),-3%,70%[activator],-10%,?,10%,-10,-1%,0%,-7%
CCn1c(Cc2c(C)[nH]c3ccccc23)nnc1SCC(=O)NCc1ccco1,1%,-17%,-5%,-16%,-11%,1,0%,-5%,6%
CCOC(=O)/C(=C/c1ccc(F)cc1)NC(C)=O,0%,-9%,-8%,-1%,73%[activator],-5,5%,-4%,0%
CCCCCn1c(=S)[nH]c2ncccc2c1=O,1%,24%,-10%,-15%,26%,-6,-2%,-4%,5%
COc1ccccc1-c1csc2ncnc(Sc3nnnn3C)c12,.,.,-12%,-7%,9%,1&-7,-1%,-5%,.
CC(C)(C)CC(=O)Nc1nnc2n1CCS2,-2%,-22%,-2%[60.1 µM],-23%,25%,2,.,-5%,-8%
Cc1c(CC(=O)N2C[C@H]3C[C@@H](C2)c2cccc(=O)n2C3)c(=O)oc2cc3occ(C(C)(C)C)c3cc12,4%,44%,-5%,-17%,7%,0,2%,-2%,-21%

# One compound at a time, as listed above:
# Entry for `COc1ccccc1-c1csc2ncnc(Sc3nnnn3C)c12` = BLM helicase inh: .; Pol beta inh: .; Pol kappa inh: -12%; Pol eta inh: -7%; Pol iota inh: 9%; LDHA block: 1&-7; APE1 inh: -1%; Glioma ERSR ind: -5%; Anesthetic bind: .
# Entry for `CCn1c(Cc2c(C)[nH]c3ccccc23)nnc1SCC(=O)NCc1ccco1` = BLM helicase inh: 1%; Pol beta inh: -17%; Pol kappa inh: -5%; Pol eta inh: -16%; Pol iota inh: -11%; LDHA block: 1; APE1 inh: 0%; Glioma ERSR ind: -5%; Anesthetic bind: 6%

# (further entries)
SMILES,BLM helicase inh,Pol beta inh,Pol kappa inh,Pol eta inh,Pol iota inh,LDHA block,APE1 inh,Glioma ERSR ind,Anesthetic bind
CCC(=O)N(Cc1ccco1)c1nc(-c2ccc(OC)cc2)cs1,-3%,5%,-11%,-17%,-3%,-5,5%,1%,-2%
Cc1cc(C)cc(NC(=O)Nc2ccc3c(c2)CCC3)c1,-2%,-11%,-6%,5%,?,-5,-7%,9%,-8%
COc1cc(O)c2c(=O)cc(-c3ccccc3)oc2c1,4%&-2%,3%,5%,-10%,0%,-5&-13,-6%&-2%,5%&-5%,-9%
O=C(CCc1ccccc1F)N1CCN(c2ccccc2)CC1,-5%,8%,5%,-24%,20%,-5,10%,2%,-7%
CCOCC(=O)Nc1cc(C(=O)Nc2ccc(F)cc2)ccc1Cl,-5%,3%,.,.,.,.,0%,.,-6%
CCOC(=O)c1cc(-c2ccc(C)cc2)n(CCCC(=O)Nc2cc(C)ccc2C)c1,1%,21%,-9%[60.1 µM],6%,7%,-5,.,1%,52%[activator]
Cc1cccc(C)c1NC(=O)CN1CCc2ccccc2C1,.,.,5%,-16%,32%[activator],-2,.,1%,.
COc1ccc(-c2cc(C(F)(F)F)n3nc(C(=O)O)cc3n2)cc1OC,-9%,2%,2%,?,44%,2,-3%,-7%,0%
CN(C)C(=O)CSc1nc(-c2cccs2)c(-c2cccs2)[nH]1,-4%,25%,-10%,-14%,-21%,-3,-2%,-4%,7%
C/C(=C\c1ccc(C)o1)C(=O)c1c(C)cc(C)[nH]c1=O,-6%,-3%,-43%,-9%,?,-3,-3%,1%,-17%
COc1cc(C(=O)NCCCNc2nc3cc(C)cc(C)c3cc2C#N)cc(OC)c1OC,-2%,-17%,-4%,-10%,10%,-12,-4%,-3%,24%
CCN(Cc1ccccc1)C(=O)CN1C(=S)NC(C)(C)CC1C (configuration not stated),3%,12%,-6%,-6%,7%,-7,1%,-3%,6%
CC(C)C(=O)NC(=S)Nc1ccccn1,4%,30%,-1%,4%,28%,1,-4%,-4%,-9%
O=C(CSCc1ccccc1Br)N/N=C/c1ccc2c(c1)OCO2,-7%,2%,-8%,-17%,-2%,1,-4%,1%,?
Cc1ccc(OC(C)C(=O)N(C)Cc2ccccc2)c([N+](=O)[O-])n1 (configuration not stated),0%,-11%,3%,-12%,-2%,0,-1%,-5%,-5%
COc1ccccc1N1CCN(C(=O)CSc2nc3ccccc3nc2N2CCC(C)CC2)CC1,-11%,-4%,1%,-6%,6%,-2,-7%,-3%,56%[activator]
COc1ccc(CN2CCN(Cc3ccc(C(F)(F)F)cc3)CC2)c(OC)c1,-2%,-6%,6%,-19%,9%,-21,42%,-5%,-10%
O=C(COC(=O)Cn1nnc2ccccc21)NC1CCCC1,-4%,31%,-11%,-5%,11%,-4,33%,-2%,-4%
COC(=O)Cn1nnc(N2CCOCC2)n1,-3%,6%,2%,-15%,50%[activator],-9,-2%,-3%,-4%
C(=N\Nc1ccc2nncn2n1)/c1ccccn1,1%,1%,-17%,4%,24%,-3,1%,2%,-6%
O=C(NCCCN1CCOCC1)c1ccc2c(c1)N(Cc1cccc(Cl)c1)C(=O)c1ccccc1S2,-5%,17%,-5%[60.1 µM],5%,1%,-1,.,-4%,-20%
O=C(COc1ccc(C(=S)N2CCOCC2)cc1Cl)Nc1ccccc1Cl,1%,?,-5%,-17%,93%[activator],-4,?,1%,-6%
Cc1cc(/C=c2\sc3nc4ccccc4n3c2=O)c(C)n1-c1ccc(C(=O)O)cc1,-4%,22µM*,-38%,22µM*,45µM*,-11,?,-3%,-8%
CCOc1ccc(NC(=O)N(Cc2cn(CC)c3ccccc23)C2CCCCCC2)cc1,-5%,-21%,-16%,-16%,1%,-1,.,2%,234%[activator]
Cc1cccc(N2CCN(C(=O)c3cccc(-n4c(C)nc5cccnc54)c3)CC2)c1C,-3%,6%,-6%,-10%,0%,-4,.,-2%,62%[activator]
CN(CCc1nc2ccc(Cl)cc2[nH]1)Cc1nc(CC2CC2)no1,-2%,-13%,0%,0%,4%,-1,8%,-2%,-13%
CCOCCCNC(=O)C(NC(=O)Cc1c[nH]c2ccccc12)c1ccccc1 (configuration not stated),-5%,-29%,2%,-4%,107%[activator],-4,-3%,-1%,-7%
CCN(C(=O)CSc1ncccc1C(=O)O)C1CCCCC1,2%,1%,-2%,-13%,16%,-1,-4%,2%,?
COc1cc(SC)ccc1C(=O)NNC(=O)c1cc(C)oc1C,.,.,-7%,-17%,91%[activator],-6,33%,-10%,.
S=C(NCC1COc2ccccc2O1)Nc1ccc(Br)cc1 (configuration not stated),-16%,16%,-11%,-9%,13%,-7,-6%,-5%,-13%
Nc1nc(SCC(=O)N2CCOCC2)[nH]c(=O)c1-c1ccccc1,-4%,30%,3%,-12%,28%,-3,-2%,0%,-3%
COc1ccc(OCCn2cc(C(=O)c3ccco3)c3ccccc32)cc1,-7%,-21%,-5%,-18%,-9%,4,.,-4%,?
O=C(Nc1ccc(C(F)(F)F)cc1)c1cc(S(=O)(=O)NC2CCCCC2)ccc1F,-14%,1%,-8%[60.1 µM],-20%,16%,3,.,1%,?
COc1cc(Cl)c(C)cc1NC(=O)Cn1cnc2sc(C)c(S(=O)(=O)N3CCCCC3)c2c1=O,-8%,2%,-1%,-23%,7%,0,.,-2%,-1%
Cc1nnc(NC(=O)Nc2ccc(Cl)c(Cl)c2)s1,-4%,40%,-1%,-10%,2%,-13,15%,-1%,-7%
COc1cc(CCN2C(=O)N[C@@H](CCc3ccccc3)C(C(C)=O)=C2C)cc(OC)c1OC,1%&-2%,-1%,12%,-11%,26%,6,?,-5%,-13%
COc1cc(OC)c(S(=O)(=O)N2CCCCC2)cc1S(=O)(=O)N1CCCCC1,-2%,-28%,-3%,-16%,-9%,1,-1%,-8%,-13%
CSc1cccc(NC(=O)NCc2cccc(CNC(=O)Nc3cccc(SC)c3)c2)c1,-2%,1%,-2%,-7%,41%[activator],-6,2%,-8%,13%
Cc1cccc(C)c1NC(=S)N(Cc1cccs1)C1CCCC1,-5%,27%,3%,9%,165%[activator],-5,-11%,-7%,-4%
Cc1cnc(C(=O)OCC(=O)c2ccc(Cl)cc2)cn1,-1%,25%,-3%,-17%,30%,-3,31%,-1%,-22%
COc1ccc(NC(=O)N2c3ccccc3CC2C)cc1OC (configuration not stated),-2%,0%,0%,-13%,6%,0,-5%,3%,-17%
CCOc1ccc(S(=O)(=O)NCC(c2ccco2)S(=O)(=O)c2ccc(F)cc2)cc1 (configuration not stated),-5%,13%,-7%[60.1 µM],-18%,11%,-6,.,2%,-8%
COCCn1c(CNC(=O)c2ccccc2C)nc2cccnc21,1%,5%,-7%[60.1 µM],-9%,12%,-1,.,0%,-6%
O=C(OCc1cnc(Cl)s1)c1ccc(Cl)cc1,-4%,25%,-14%,-11%,9%,-7,-3%,-4%,-7%
Cc1nc(SCC(=O)Nc2c(C)n(C)n(-c3ccccc3)c2=O)c(C#N)c(C)c1C,.,.,9%,-7%,17%,1,12%,-2%,.
O=C(Nc1cc(S(=O)(=O)N2CCCCC2)ccc1Cl)C1COc2ccccc2O1 (configuration not stated),.,.,-36%,?,?,2,-29%,-3%,.

# Screening data from PubChem.
